High-throughput results from PubChem.
TbPYK inhibitor: T. brucei pyruvate kinase inhibition; Potency, µM (doses to about 76.8 µM), for the others: at the highest dose activity, negative = inhibition, hits mostly inhibitors; AID 624173; TbPYK enzyme, Kinase-Glo Plus ATP luminescence, 45 min; hit rate 0.12% among 410,000; further: nearly all actives have a fitted effect of over 50% in size
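Assay buffer: 50 mM TEA pH 7.2, 100 mM KCl, 10 mM MgCl2, 0.05% BSA, 0.01% Tween-20. Pyruvate kinase from T. brucei plus substrate met compound, then ADP (130 uM final). Luminescence was read post 45 min RT.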
AMA1 RON2 block: inhibitors of Plasmodium falciparum AMA1-RON2 interaction | AlphaScreen AMA1-biotinylated RON2 peptide binding | Potency, µM (top dose mostly 58.2 µM), inactives show top-dose activity change, negative = inhibition, hits mostly inhibitors | hit rate 0.2% among 360,000 | AID 720542;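 further: 0% = vehicle wells and -100% = peptide control; nearly all actives have a fitted effect of over 45% in size; some results filed as inactive show a strong effect at the top dose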
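AMA1 (3D7) with his tag at 25 nM final met compounds first, then biotinylated RON2 peptide at 25 nM; detection used donor plus acceptor beads, 10 µg/mL apiece, read by AlphaScreen after 30 min at room temperature.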
* = called active by the depositor; ? = inconclusive; [ ] = dose if it differs, or a comment. The call rests on the fitted dose curve; in most records, active means well fitted curve in the direction sought with a large enough effect; inconclusive means small, poorly fitted or top-dose-only effect, or another doubt; inactive means no such curve, though single readings can be large; an effect the other way counts as inactive or inconclusive. Unless noted, on the % scale 0 is the no-effect control and ±100 the full control effect; potency means the concentration at half of the fitted maximal effect. This is a subset; rates above refer to the full screens.

Sample of the layout, 3 compounds:
Compound | AMA1 RON2 block | TbPYK inhibitor
COc1cc2sc(-c3ccccc3OC)c(-c3ccc(OCCN4CCOCC4)cc3)c2cc1OC | ? | -2%
Cc1ccc([C@H]2N[C@]3(CCCN(Cc4ccccc4)C3=O)[C@H]3C(=O)N(C)C(=O)[C@@H]23)cc1 | 0% | -7%
O=c1[nH]cc(NCc2ccccc2)c(=O)[nH]1 | 7% | -7%

All compounds of this part, from the first entry:
Compound | AMA1 RON2 block | TbPYK inhibitor
COc1cc2sc(-c3ccccc3OC)c(-c3ccc(OCCN4CCOCC4)cc3)c2cc1OC | ? | -2%
Cc1ccc([C@H]2N[C@]3(CCCN(Cc4ccccc4)C3=O)[C@H]3C(=O)N(C)C(=O)[C@@H]23)cc1 | 0% | -7%
O=c1[nH]cc(NCc2ccccc2)c(=O)[nH]1 | 7% | -7%
CC(Sc1nnnn1C1CC1)C(=O)N1c2ccccc2NC(=O)C1(C)C (stereo not given) | 7%[11.6 µM] | -12%
CC1(C(=O)NS(=O)(=O)c2ccccc2Cl)CCN1C(=O)CCc1cccs1 (stereo not given) | 0% | -7%
CC(=O)Nc1nn(CC(C)C)c2nc3ccc(C)cc3cc12 | -5% | 4%
COc1ccc(/C=C/C(=O)NCCCNC(=O)/C=C/c2ccc(OC)c(OC)c2)cc1OC | 0% | 4%
C(=NOCCc1ccccc1)c1ccncc1 | -7% | -5%
O=Cc1ccc2c(c1)OCCOCCOCCOCCO2 | -14% | 1%
COc1ccc(NC(=O)C2(C)Cc3c(-c4ccc(NC(C)=O)cc4)ccnc3O2)cn1 (stereo not given) | 0% | 5%
COc1ccc2c(COC(=O)CNS(=O)(=O)c3ccccc3)cc(=O)oc2c1 | -5% | 2%
COc1ccc(S(=O)(=O)N2CCCCC2)cc1NC(=O)CCc1cc(OC)c(OC)c(OC)c1 | 3% | 0%
COc1ccc(NC(=O)c2cc(C3CCCCN3S(=O)(=O)c3c(C)noc3C)on2)c(C)c1 (stereo not given) | -1% | -3%
CCOC(=O)C1=CCN(S(=O)(=O)c2ccc(F)cc2)C1c1ccccc1 (stereo not given) | 7% | 2%
CC1(C(=O)NCc2ccco2)Cc2c(-c3cccc(C(F)(F)F)c3)ccnc2O1 (stereo not given) | -11% | 2%
CSc1nc2ccc(NC(=O)c3cccs3)cc2s1 | -5% | -1%
O=C(NCc1ccc(F)cc1)c1cc(-c2ccccn2)nc2ccc(S(=O)(=O)N3CCOCC3)cc12 | 6% | -9%
Cc1ccc(NC2(C#N)CCCC2)cc1 | 0% | 0%
Cn1c(=O)c2[nH]c(NN=Cc3cccc(Br)c3)nc2n(C)c1=O | 49%[activator] | -1%
CC1CCC/C(=C\c2ccc(O)cc2)C1=O (stereo not given) | 1% | 2%
CCN1C[C@@H]2[C@@H]3C(=O)N(C)C(=O)[C@@H]3[C@](Cc3ccccc3)(C1=O)N2C(=O)c1ccc(C)cc1 | 24% | 0%
Cc1ccc2ccc3cccnc3c2n1 | 154%[activator] | 5%
CN(C)c1ncnc2[nH]ncc12 | 36%[activator] | 0%
COc1cccc(C(C)(O)c2nc(-c3cccc(F)c3)cs2)c1 (stereo not given) | 29% | 4%
O=C(COC(=O)c1cccnc1Cl)NC(=O)c1ccc(OC(F)F)cc1 | 3% | -5%
N#Cc1c(N)n(C2OC(CO)C(O)C2O)c2ncnc(N)c12 (stereo not given) | 15% | -7%
CC1(C(=O)NS(=O)(=O)c2ccc(Cl)s2)CCN1C(=O)Cc1ccc(-c2ccccc2)cc1 (stereo not given) | -3% | 0%
CCOc1ccc(N2CC(C(=O)Nc3cccc(S(=O)(=O)N4CCOCC4)c3)CC2=O)cc1 (stereo not given) | 0% | 4%
CC(=O)c1cc2c(=O)c3ccccc3oc2nc1C | -2% | -3%
O=C(NCc1ccccc1)c1cc(C2CCCN(C(=O)c3cccs3)C2)on1 (stereo not given) | 13% | 6%
Cc1cc(OCC(=O)OCC(=O)N2CCCCC2)ccc1Cl | -3% | 2%
COc1cc(Cl)c(C)cc1NC(=O)CSc1nnc(CN2CCCC2)o1 | 75%[activator] | -2%
COc1ccc(-c2oc(=O)c3cc(OC)c(OC)cc3c2C#C[C@]2(O)CC[C@H]3[C@@H]4CCc5cc(OC)ccc5[C@H]4CC[C@@]32C)cc1 | -1% | -9%
CC(C)(C)[C@H]1COC(=O)CCC/C=C/C[C@H](CC(=O)NCCO)C(=O)N1 | 4% | -2%
O=S(=O)(Nc1cccc(S(=O)(=O)N2CCCC2)c1)c1ccc(Br)cc1 | 6% | 1%
Cc1ccc(S(=O)(=O)N(CCc2ccccc2)c2ccc3c(c2)C2CC3CCN2C(=O)OCc2ccccc2)cc1 (stereo not given) | 7% | 2%
O=C(NCC(c1cccs1)N1CCOCC1)c1cc2ccccc2oc1=O (stereo not given) | -1% | 3%
O=C(CCSCCC(=O)NN=Cc1cccc(Cl)c1)NN=Cc1cccc(Cl)c1 | -2% | -2%
CSc1ccc(NC(=O)NN(c2ccccc2)C2CCS(=O)(=O)C2)cc1 (stereo not given) | -5% | 7%
CC(=O)Nc1ccc(NC(=O)COC(=O)C2CCCCC2)cc1 | -10% | 0%

Single records (already shown). Screens in order: AMA1 RON2 block, TbPYK inhibitor
`Cn1c(=O)c2[nH]c(NN=Cc3cccc(Br)c3)nc2n(C)c1=O` as listed: 49%[activator], -1%
`Cc1ccc(NC2(C#N)CCCC2)cc1` as listed: 0%, 0%

(further entries)
Compound | AMA1 RON2 block | TbPYK inhibitor
COc1ccccc1S(=O)(=O)N(C)C[C@H]1Oc2cc(Br)ccc2S(=O)(=O)N([C@@H](C)CO)C[C@H]1C | 3% | 3%
CC(=O)Nc1ccc(C=NNc2ccc([N+](=O)[O-])cn2)cc1 | -1% | -3%
CC(=O)C[C@H](O)CC(=O)[C@H]1OC(=O)CCCCC/C=C/Cc2ccccc21 | 29% | 1%
COc1ccc(OC)c(C=C2CCc3ccccc3C2=O)c1 | ? | -8%
O=C(NCc1ccc2c(c1)OCO2)c1ccc2c(c1)S(=O)(=O)c1ccccc1C2=O | -22% | -4%
CCCC(=O)Nc1ccc2c(c1)nc(CCN1CCC(C)CC1)n2C | -4% | 1%
O=C(Nc1cccc(F)c1)Nc1nnc([C@@H]2C[C@H](O)[C@@H](CO)O2)s1 | 11% | -5%
Cc1ccccc1CN1C(=O)c2ccccc2C1c1nnnn1Cc1ccccc1 (stereo not given) | 7% | -1%
COc1ccc2nc3n(c(=O)c2c1)-c1cc2ccccc2cc1C(=O)NC3Cc1ccc(O)cc1 (stereo not given) | -5% | 3%
Cc1ccc(S(=O)(=O)N2CC3(O)CN(C(=O)OC(C)C)N(C(=O)OC(C)C)CC3(OC(=O)NC3CCCC3)C2)cc1 (stereo not given) | -16% | -10%
O=S(=O)(NC1=NCCC1)c1cccc(NC(=S)Nc2ccc(OC(F)F)cc2)c1 | 34%[activator] | -13%
Cn1c(=O)c2[nH]c(CCCCCCCCc3nc4ccccc4[nH]3)nc2n(C)c1=O | -6% | -2%
CCOC(=O)C1=CN(Cc2cccc(F)c2)S(=O)(=O)N(CC)C1c1ccc(C(F)(F)F)cc1 (stereo not given) | 16% | 1%
COC(=O)[C@]12CCCCC=C1N(Cc1cccc3ccccc13)C(=O)[C@H](CC(=O)NCc1ccccc1)C2 | -14% | 0%
O=C1CSC(=S)N1N=Cc1ccc(Cl)s1 | -12% | -8%
O=C(Nc1ccc(Cl)cc1)c1csc([C@@H]2C[C@H](O)[C@@H](CO)O2)n1 | 5% | -5%
CC(C)=CCc1c(O)cc2c(c1O)C(=O)CC(c1ccccc1)O2 (stereo not given) | 8% | 0%
COc1ccc(S(=O)(=O)N(C)C[C@@H]2OCc3cnnn3CCCC(=O)N([C@H](C)CO)C[C@H]2C)cc1 | 2% | 4%
COc1ccc(-n2nnnc2CNC(=O)c2c(-c3ccccc3Cl)noc2C)cc1 | -2% | 2%
COc1ccc(CNC(=O)/C=C/[C@H]2O[C@@H](n3ccc(=O)[nH]c3=O)[C@H](O)[C@@H]2O)cc1 | 22% | 1%

A different layout for part of the listing above.
O=C1CSC(=S)N1N=Cc1ccc(Cl)s1
  AMA1 RON2 block = -12%	TbPYK inhibitor = -8%
COc1ccc(-n2nnnc2CNC(=O)c2c(-c3ccccc3Cl)noc2C)cc1
  AMA1 RON2 block = -2%	TbPYK inhibitor = 2%
COc1ccc(S(=O)(=O)N(C)C[C@@H]2OCc3cnnn3CCCC(=O)N([C@H](C)CO)C[C@H]2C)cc1
  AMA1 RON2 block = 2%	TbPYK inhibitor = 4%

(more compounds)
Compound | AMA1 RON2 block | TbPYK inhibitor
O=S1(=O)CC(N2CCC(c3ccccc3)CC2)CN1Cc1ccccc1 (stereo not given) | -12% | 0%
CCC(CO)Nc1ccn2nc(-c3ccccc3)cc2n1 (stereo not given) | 8% | 8%
O=C(OCc1cn([C@H]2CN(CC3CCCCC3)[C@@H](c3ccc(Cl)cc3)C[C@@H]2O)nn1)c1ccccc1 | -8% | 3%
COc1ccccc1NC(=O)c1ccc(NC(=O)COC(=O)c2cncc(Br)c2)cc1 | -7% | 1%
O=C1C=CC(c2c[nH]c3ccccc23)CC1 (stereo not given) | -8% | ?
CCOC(=O)[C@]12CCC=C1N(CCC1=CCCCC1)C(=O)[C@H](CC(=O)N1CCOCC1)C2 | -2% | 5%
Nc1ccc2ccccc2c1N=Nc1ccccc1 | 18µM* | -4%
CCc1nc2c(OCc3ccc4c(c3)OCO4)cccn2c1N(C=O)Cc1ccccc1 | -5% | -9%
Cc1ccc(S(=O)(=O)N2C[C@H]3C(=O)C[C@@H](c4cccc(C)c4)N(S(=O)(=O)c4ccc(C)cc4)[C@H]3C[C@H]2c2ccccc2)cc1 | -5% | 3%
CCNC(=O)C1(C)CCN(Cc2ccc(-c3ccccc3)cc2)C1 (stereo not given) | -1% | 3%
CN(C)c1ccc(O)c2c1CC1CC3[C@@H](N(C)C)C(=O)C(C(N)=O)C(=O)[C@]3(O)C(=O)C1C2=O (stereo not given in full) | -30% | -4%
CC1(C)C2CC[C@]3(C)C(CC=C4[C@@H]5C[C@@](C)(CO)[C@@H]6C[C@@]5(CC[C@]43C)C(=O)O6)[C@@]2(C)CC[C@@H]1O (stereo not given in full) | 1% | 0%
CCN(c1nc(N)c(C(=O)N=C(N)N)nc1Cl)C(C)C | 37%[activator] | 2%
O=C(NCCC1=CCCCC1)c1[nH]c(C(F)(F)F)nc1-c1ccccc1 | 59%[activator] | 1%
CC(C)(C)c1ccc(CC(=O)N2CCC2(C)C(=O)N2CCCCC2)cc1 (stereo not given) | 22% | 0%
CCCN(C)C1CN(Cc2cn(CCCC(=O)OC)nn2)S(=O)(=O)C1 (stereo not given) | 8% | 0%
CCOC(=O)c1cc(C#N)c(N2CCCCC2)nc1-c1ccccc1 | 198%[activator] | -2%
CCCS(=O)(=O)NC(=O)C1(C)CCN(C(=O)c2cccnc2Oc2ccccc2)C1 (stereo not given) | -3% | -2%
C[C@H](CO)N1C[C@H](C)[C@H](CN(C)Cc2cccc(C(F)(F)F)c2)OCc2ccccc2-c2c(n(C)c3ccccc23)C1=O | -5% | -1%
COc1cccc(C(c2cccc(OC)c2)c2ccccc2C(=O)O)c1 | -5% | -2%
O=C(COC(=O)CCSc1ccccc1)Nc1ccccc1Br | 42%[activator] | 4%
CCOc1ccc(OCCC(=O)OCC(=O)Nc2cccc(S(=O)(=O)N3CCCCC3)c2)cc1 | -5% | 1%
COc1ccc(C2=Nc3ccccc3NC(=O)C2N(C(=O)c2cc3ccccc3[nH]2)c2ccccc2)cc1 (stereo not given) | 24% | 5%
Cc1ccc(-n2nnnc2CNC(=O)C(=O)c2c[nH]c3ccccc23)cc1C | -5% | 1%
CC(=O)NCC1(c2ccccc2)CCN(CC2COc3ccccc3O2)CC1 (stereo not given) | -5% | 3%
O=C(COC(=O)C1CCCO1)Nc1nc(-c2ccc(F)cc2)cs1 (stereo not given) | -5% | -1%
CC1=CC(C)C(=O)N(C)C(C)=C1 (stereo not given) | -6% | 3%
O=S1(=O)C=C[C@@H](COCc2ccccc2)N1Cc1ccc(Br)cc1 | 17% | 5%
CCCCCCCCCCCCCCCC(O)C[N+](C)(C)CCO (stereo not given) | -6% | -14%
CC(C)NC(=O)c1csc([C@@H]2O[C@H](CO)[C@H](O)[C@H](O)[C@H]2O)n1 | 16% | -10%
